# Screening data as filed in PubChem BioAssay.
# FEN1 inhibitor: human FEN1 inhibition. P39748. Recombinant FEN1 flap cleavage, fluorescence, 15 min. Potency, µM (doses to about 114 µM), inactives show at the top dose activity change, negative = inhibition, most hits filed as inhibitors. 390,000 compounds, 0.35% hits. AID 588795; further: nearly all actives have a fitted effect of over 65% in size
# Target sequence (P39748 whole entry, looked up): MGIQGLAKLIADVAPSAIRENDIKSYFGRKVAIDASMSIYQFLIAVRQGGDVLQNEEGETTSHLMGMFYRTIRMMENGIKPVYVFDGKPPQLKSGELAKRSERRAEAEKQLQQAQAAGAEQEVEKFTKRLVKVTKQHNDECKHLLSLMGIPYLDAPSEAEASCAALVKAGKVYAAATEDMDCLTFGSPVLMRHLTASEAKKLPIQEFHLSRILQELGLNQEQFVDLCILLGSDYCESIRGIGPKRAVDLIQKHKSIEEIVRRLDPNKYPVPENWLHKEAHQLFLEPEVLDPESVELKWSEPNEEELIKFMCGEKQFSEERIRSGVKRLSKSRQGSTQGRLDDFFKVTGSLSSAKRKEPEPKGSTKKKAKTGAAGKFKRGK
#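 Reaction started by adding substrate (50 nM final) to 10 nM enzyme after 15 min room-temperature compound preincubation. Reads at 0 and 15 min, with data normalized and fitted to a four-parameter Hill equation.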
# N370S GC: N370S glucocerebrosidase modulation, Gaucher chaperone candidate; N370S GC spleen homogenate, 4MU-glucoside fluorescence; Potency, µM (series often up to 59.4 µM), for inactives: top-dose activity change, negative = inhibition, actives largely listed as inhibitors; P04062; 330,000 compounds, 0.092% hits; AID 2101;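 further: 0% = full enzyme activity and -100% = no enzyme basal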
# TDP1 inh: blocks human tyrosyl-DNA phosphodiesterase 1 | Q9NUW8 | recombinant TDP1, AlphaScreen DNA substrate cleavage | Potency, µM (titrated, usually from 130 µM), without a hit: at the top dose activity change, negative = inhibition, actives largely listed as inhibitors | 350,000 compounds, 0.28% hits; further: nearly all actives have a fitted effect of over 40% in size
# Target sequence (Q9NUW8 whole entry, looked up): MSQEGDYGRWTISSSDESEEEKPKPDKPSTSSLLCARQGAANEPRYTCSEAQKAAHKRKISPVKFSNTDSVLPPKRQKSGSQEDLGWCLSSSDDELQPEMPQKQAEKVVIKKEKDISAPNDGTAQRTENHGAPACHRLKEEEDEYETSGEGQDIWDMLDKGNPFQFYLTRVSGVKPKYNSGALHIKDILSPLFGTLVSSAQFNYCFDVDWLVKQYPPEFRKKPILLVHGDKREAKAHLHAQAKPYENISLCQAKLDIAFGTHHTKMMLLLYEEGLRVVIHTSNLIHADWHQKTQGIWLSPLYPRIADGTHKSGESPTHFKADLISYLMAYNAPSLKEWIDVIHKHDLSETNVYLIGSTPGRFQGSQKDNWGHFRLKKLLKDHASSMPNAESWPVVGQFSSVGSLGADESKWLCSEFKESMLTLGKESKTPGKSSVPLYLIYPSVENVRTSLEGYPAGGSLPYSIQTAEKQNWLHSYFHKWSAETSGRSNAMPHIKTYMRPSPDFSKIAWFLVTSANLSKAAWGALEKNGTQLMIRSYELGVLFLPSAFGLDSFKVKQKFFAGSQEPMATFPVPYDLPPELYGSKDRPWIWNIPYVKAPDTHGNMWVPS
#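 Signal: AlphaScreen proximity between streptavidin donor and anti-FITC acceptor beads on intact substrate. Reaction: Tdp1 1 nM, substrate 15 nM final, 5 min RT after 15 min compound preincubation.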
# Numbers without * were called inactive; u = inconclusive; x = not tested or not shown; & = joins results of further samples; [ ] = remark or other dose. The call rests on the fitted dose curve; in most records, active means well fitted curve in the direction sought with a large enough effect; inconclusive means small, poorly fitted or top-dose-only effect, or another doubt; inactive means no such curve, though single readings can be large; an effect the other way counts as inactive or inconclusive. Unless noted, on the % scale 0 is the no-effect control and ±100 the full control effect; potency means the concentration at half of the fitted maximal effect.
# Results follow in this order: FEN1 inhibitor	N370S GC	TDP1 inh
- CCc1ccc(C(C(=O)NC2CCCC2)N(CCOC)C(=O)CCC(=O)Nc2cc(C)on2)cc1 (stereo not given)
  1.3%	2.7%	6.3%[0.0935 µM]
- CC(=O)N1CCOc2ccc(S(=O)(=O)NC[C@H]3O[C@@H](n4cnc5c(N)ncnc54)[C@H](O)[C@@H]3O)cc21
  20.5%	x	0.5%[56.1 µM]
- Cc1ccc(CCNC(=O)c2ccc(NC(=O)N3CCSc4ccccc43)cc2)cc1
  -19.9%	x	5.1%
- COc1ccc(NC(=O)Nc2ccc(Cc3ccncc3)cc2)cc1OC
  -12.7%	-5.0%	-3.8%
- Cc1nn(CC(=O)NC(C)c2ccccc2)c(=O)c2cc3occc3n12 (stereo not given)
  -9.4%	x	0.0%
- COc1ccc(OCC(=O)N/N=C2\CCCCc3ccccc32)cc1
  -1.6%	8.6%	7.7%
- CC(=O)c1cc(CN2CCC(n3nccc3NC(=O)c3ccccc3)CC2)cs1
  4.6%	-9.0%	1.7%
- CCn1ccc2cc(S(=O)(=O)N3CCCN(C(=O)Nc4cccc(Cl)c4)CC3)ccc21
  -4.3%	x	5.3%
- COc1ccccc1NC(=S)NNC(=O)c1nn(C)cc1Cl
  -9.2%	0.8%	2.9%
- O=C(Cn1c(NCCO)nc2ccccc21)N1CCN(Cc2ccccc2)CC1
  -0.9%	7.8%	5.1%
- Cc1c(C(=O)N(Cc2ccccc2)C2CCS(=O)(=O)C2)oc2ccccc12 (stereo not given)
  -6.7%	-3.0%	x
- Cc1ccc(C)c(CN2C(=O)c3ccccc3S(=O)c3ccc(C(=O)N(C)Cc4ccccc4)cc32)c1 (stereo not given)
  1.5%	x	6.9%
- CCOC(=O)Cc1nn(Cc2ccccc2)c(=O)c2ccccc12
  0.9%	23.7%	2.4%
- CCCSc1oc(-c2ccco2)nc1S(=O)(=O)c1ccc(Cl)cc1
  -10.5%	x	-5.9%
- O=C1C=CC(=O)N1c1ccc(Sc2ccc([N+](=O)[O-])cc2)cc1
  x	-1.6%	3.8%

# (continued)
# Results follow in this order: FEN1 inhibitor	N370S GC	TDP1 inh
- C/C(=N\NC(=O)c1nnn(-c2nonc2N)c1CN1CCOCC1)c1ccc(CC(C)C)cc1
  -12.8%	-3.3%	1.4%
- O=C(COc1cccnc1[N+](=O)[O-])Nc1cc(Cl)ccc1Cl
  -9.2%	x	0.8%
- CN(C)c1ccc(-c2ccc3ncnc(N4CCNCC4)c3c2)cc1
  x	-3.0%	3.0%[56.1 µM]
- O=S(=O)(c1cccc2ccccc12)N1CCN(c2ccc(Cl)c(Cl)c2)CC1
  -15.8%	x	-5.8%
- CCOC(=O)c1c(S(=O)(=O)NCC(=O)Nc2cccc(CC)c2)c(C)n(C)c1C
  -2.0%	x	1.5%
- O=C(NCc1ccco1)c1ccc2c(c1)N(Cc1ccc(F)cc1)C(=O)c1ccccc1S2=O (stereo not given)
  -17.9%	x	5.8%
- O=C(CN1CCC(NC(=O)Cc2ccccc2)CC1)Nc1cccc2ccccc12
  -1.7%	-0.1%	3.1%
- Cc1ccccc1NC(=O)NCCN1C(=O)C2C3C=CC(C3)C2C1=O (stereo not given)
  21.0%	5.4%	3.3%
- COc1cc2c(cc1OC)n(CC(=O)Nc1ccccc1)c(=O)n1nc(-c3ccccc3)nc21
  -15.7%	x	-0.9%
- O=C(O)CCCC(=O)Nc1ccc(Cl)c(Cl)c1
  -0.9%	-20.4%[2.35 µM]	4.0%
- COc1ccc(CCNC(=O)CCc2ccc(S(=O)(=O)NCC(C)C)cc2)cc1
  -7.0%	-12.5%	3.8%
- CC(=O)c1c(C)nc(-c2ccc(Cl)cc2)nc1N
  13.2%	1.0%	-5.5%
- Cc1cc2c3c([nH]c2cc1S(=O)(=O)N1CCC2(CC1)OCCO2)CC(C)(C)CC3=O
  3.6%	4.8%	1.7%
- CCC(C)(C(=O)NC1CCCC1)N(C(=O)c1cnccn1)c1ccccc1 (stereo not given)
  1.2%	11.3%	-1.2%
- Cc1cc(NC(=O)c2cnn3c(C(F)(F)F)cc(-c4ccc(Br)cc4)nc23)no1
  -7.9%	6.1%	1.1%

# More records:
# Results follow in this order: FEN1 inhibitor	N370S GC	TDP1 inh
- CCOc1ccc(C(=O)NC(=S)Nc2cccc(NC(=O)c3ccco3)c2)cc1[N+](=O)[O-]
  -20.3%	0.1%	1.8%
- CCn1c(SCC(=O)Nc2ccccc2N2CCOCC2)nnc1-c1ccccc1O
  3.5%	-12.4%	3.1%
- Cc1cc(C)cc(Nc2ccc([N+](=O)[O-])nc2[N+](=O)[O-])c1
  1.7%	-18.6%	5.9%
- COc1cc2c3c(c1)/C(=C1/SC(=S)NC1=O)C(=O)N3C(C)(C)C=C2C
  -8.5%	8.0%	5.4%
- CCOc1ncccc1C(=O)Nc1ccc2c(c1)OCO2
  1.6%	4.9%	5.3%
- Cc1nc2c(ccc3nc(NC(=O)c4ccc5c(c4)OCCO5)sc32)s1
  u	13.4%	x
- CCOC(=O)c1c(S(=O)(=O)NCC(=O)Nc2ccccc2F)c(C)n(C)c1C
  -3.4%	-4.0%	7.9%
- O=C(COc1ccc(C(=S)N2CCCC2)cc1)Nc1ccccc1C(F)(F)F
  -8.1%	-3.5%	3.9%
- Cc1ccccc1NC(=O)c1c(NC(=O)C(C)Oc2cccc(Cl)c2)sc2c1CCCC2 (stereo not given)
  -19.0%	x	-10.1%[12.3 µM]
- COC(=O)CSc1ccc2nnc(CCNS(=O)(=O)c3ccc(C)cc3)n2n1
  21.1%&20.6%	15.5%	5.7%&0.0%
- CCOc1ccccc1C(C(=O)NC1CCCC1)N(Cc1ccco1)C(=O)CNC(=O)c1ccco1 (stereo not given)
  -9.1%	0.3%	0.0%
- CCN1C(=O)CS/C1=N\S(=O)(=O)c1ccc(Cl)cc1
  -2.4%	12.8%	2.5%
- C=CCN(CC=C)CCOc1cc(C)ccc1[N+](=O)[O-]
  0.2%	-2.5%	0.0%
- Cc1snc(SCc2ccc(F)cc2)c1C#N
  -0.4%	15.0%	x
- CCCCc1ccc(S(=O)(=O)N2CCN(C(=O)c3ccco3)CC2)cc1
  1.9%	3.4%	2.5%

# 3 compounds from above with just TDP1 inh:
SMILES,TDP1 inh
CCN1C(=O)CS/C1=N\S(=O)(=O)c1ccc(Cl)cc1,2.5%
C=CCN(CC=C)CCOc1cc(C)ccc1[N+](=O)[O-],0.0%
CCOc1ccc(C(=O)NC(=S)Nc2cccc(NC(=O)c3ccco3)c2)cc1[N+](=O)[O-],1.8%

# The list goes on.
# Results follow in this order: FEN1 inhibitor	N370S GC	TDP1 inh
- O=C(CSc1nnc(Cn2c(=O)sc3ccccc32)n1-c1ccccc1)N1CCCC1
  -1.9%	19.9%	-2.6%
- CCOC(=O)N1CCC(NC(=O)CCC(=O)c2ccccc2)CC1
  -2.4%	-13.3%	6.5%
- CC(C)NC(=O)CCCn1c(=S)[nH]c2cc3c(cc2c1=O)OCO3
  -17.6%	4.6%	5.4%
- Cc1cccc(NC(=O)Cn2c(=O)n3nc(CCn4nc(C)cc4C)nc3c3ccccc32)c1
  -13.9%	-3.8%	0.0%
- COc1ccc(Nc2nc3c(S(=O)(=O)c4ccc(C)cc4)nnn3c3ccsc23)cc1Cl
  -10.6%	x	0.0%
- COc1ccc(N2CCN(C(=O)COCc3cc(-c4ccc5c(c4)OCO5)on3)CC2)cc1
  8.3%&-0.5%	8.8%	4.4%&-1.2%
- CCOP(=O)(OCC)C(Nc1ccc(F)cc1)c1ccccc1 (stereo not given)
  -4.8%	1.4%	7.0%
- COc1cccc(CNC(=O)c2cccc(NC3=NC4CS(=O)(=O)CC4S3)c2)c1 (stereo not given)
  -12.1%	-18.2%	x
- CCCCOC(=O)c1ccc(NC(=O)/C(C#N)=C/c2ccc(C)o2)cc1
  -18.6%	x	-14.5%[12.3 µM]
- O=P(c1ccccc1)(c1ccccc1)C(O)c1ccco1 (stereo not given)
  -8.5%	-2.7%	1.1%
- Cc1ccc2nc(NCC(=O)O)nc(-c3ccccc3)c2c1
  1.1%	0.2%	-1.0%
- COc1cc(-c2nc3c[n+](CC(=O)c4ccccc4)ccc3n2C)cc(OC)c1OC
  -13.0%	-0.1%	-8.2%
- COc1ccc(/C(C)=N/OC/C(O)=C(\C#N)c2nc3ccccc3[nH]2)c(OC)c1
  2.1%	3.1%	8.1%
- Cc1ccc(CN(C)C(=O)c2cc(COc3ccc(F)cc3Cl)on2)o1
  -3.0%	-13.9%	6.0%
- Cc1[nH]cnc1C(=O)N/N=C/c1ccc([N+](=O)[O-])s1
  2.3%	-20.5%	x

# New compounds follow.
# Results follow in this order: FEN1 inhibitor	N370S GC	TDP1 inh
- Cc1onc(-c2c(F)cccc2Cl)c1C(=O)N(C)CCc1ccccn1
  -2.8%	-22.9%	3.4%
- COc1ccc2cc(/C(C)=N/NC(=S)Nc3cc(S(=O)(=O)N4CCOCC4)ccc3N3CCOCC3)ccc2c1
  x	2.6%	8.1%
- CC(=O)N1CCCC1c1nc2ccccc2n1Cc1cccc(Cl)c1 (stereo not given)
  14.9%	x	8.6%
- CCOC(=O)/C=c1\s/c(=C(\C#N)C(N)=O)n(-c2ccccc2)c1=O
  -10.1%	1.0%	2.6%
- C[C@@H]1CN([C@@H](C)CO)C(=O)c2cccc(NS(=O)(=O)c3cccs3)c2O[C@H]1CN(C)Cc1ccc(C(F)(F)F)cc1
  -18.5%	x	2.6%
- COc1c2ccoc2nc2c(OC)c(OC[C@@H](O)C(C)(C)O)ccc12
  -8.3%	2.4%	x
- Cc1nc2cc(C(=O)OCC(=O)NC3CCS(=O)(=O)C3)ccc2n1-c1ccccc1 (stereo not given)
  -1.4%	0.3%[12.8 µM]	0.5%
- Cc1cccc(C)c1NC(=O)CN(C)CC(=O)Nc1ccc(F)c(Cl)c1
  -3.9%	0.6%	0.0%
- CS(=O)(=O)c1ccc(-c2nn[nH]n2)cc1
  0.3%	1.7%	6.7%
- CC1CCN(C(=O)CN2CCSc3ccc(S(=O)(=O)N(C)C)cc32)CC1
  17.4%	x	1.8%
- O=C(NNC(=S)Nc1ccc(F)c(Cl)c1)c1ccccc1Br
  -1.4%	8.9%	11.0%
- O=C(Nc1ccc2[nH]ncc2c1)c1ccccc1Br
  -1.8%	-2.8%	3.3%
- O=C(CSc1n[nH]c(-c2ccco2)n1)Nc1ccccc1Cl
  2.1%	0.1%	x
- CCc1nn2c(=O)cc(COc3cccc(NC(=O)c4ccco4)c3)nc2s1
  -21.1%	6.5%	50.1µM*
- COc1cc(/C=C(/C#N)C(=O)c2c(C)[nH]c3ccccc23)ccc1OCC#N
  0.5%	11.2%	6.2%

# Fetched by compound from the list above, two records:
# Results follow in this order: FEN1 inhibitor	N370S GC	TDP1 inh
- COc1c2ccoc2nc2c(OC)c(OC[C@@H](O)C(C)(C)O)ccc12
  -8.3%	2.4%	x
- O=C(NNC(=S)Nc1ccc(F)c(Cl)c1)c1ccccc1Br
  -1.4%	8.9%	11.0%

# Additional records.
# Results follow in this order: FEN1 inhibitor	N370S GC	TDP1 inh
- CCc1ccc(NC(=O)CSc2nnc(COc3ccc4c(c3)CCCC4)o2)cc1
  6.6%	7.8%	3.5%
- Cc1ccc(OCc2n[nH]c(=S)n2C2CCCCC2)cc1
  1.6%	11.3%	6.8%
- CC1CN(C(=O)c2ccc(COc3ccccc3Br)o2)CC(C)O1 (stereo not given)
  -4.0%	8.3%	2.7%
- O=C(NC12CC3CC(CC(C3)C1)C2)OCCNC1CCCCC1
  2.3%	-18.4%	7.1%
- CN1CCN(C(=O)c2cn(-c3ccccc3)nc2-c2cccs2)CC1
  -3.2%	-5.4%	-2.6%
- Cc1ccc(NC(=O)c2ccc(CNS(=O)(=O)c3ccc4c(c3)C(C)(C)C(=O)N4C)cc2)cc1C
  10.8%	x	0.0%
- CCCCn1c(N)c(N(CC(C)C)C(=O)COC(=O)Cc2cccc(OC)c2)c(=O)[nH]c1=O
  6.6%	-3.7%	0.9%
- CCC(CC)=NNc1ccc(S(N)(=O)=O)cc1[N+](=O)[O-]
  14.8%	-4.4%	4.8%
- CC1CCCCC1NS(=O)(=O)c1ccc(S(=O)(=O)N2CCN(CCC#N)CC2)cc1 (stereo not given)
  22.9%	-4.1%	0.0%
- CCCCCN(C(=O)CCC(=O)OCCOc1ccccc1)c1c(N)n(CCCC)c(=O)[nH]c1=O
  -1.4%	-20.5%	-0.6%
- COc1ccc(CCNC(=O)c2nn(-c3ccc(C)cc3)c(=O)c3c2c2ccccc2n3C)cc1OC
  -4.7%	x	-2.3%
- Cc1ccc(NNC(=O)c2ccno2)c(C)c1
  15.1%	0.2%	11.0%
- O=C(c1ccc2c(c1)N(Cc1ccccc1)C(=O)c1ccccc1S2(=O)=O)N1CCc2ccccc21
  -16.4%	x	1.2%
- CCOc1[nH]n(-c2ccccc2)c(=O)c1C=Nc1ccc(Cl)cc1
  -11.1%	2.5%	-3.1%
- CC12CCC=CC1C(c1ccc(C(F)(F)F)cc1)N(Cc1ccccc1)C2=O (stereo not given)
  -5.3%	-2.4%	0.9%
